Screening results as filed in PubChem BioAssay.
Phagocyt inh: macrophage phagocytosis inhibition; J774A.1 macrophage IgG-bead phagocytosis, imaging; inhibition, % at 5 µM; actives 0.07% (n = 110,000);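 active = inhibition above the mean of the plate negative controls plus 5 SD, cut at about 13% in these data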;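 note: phagocytic index as fraction of beads internalized from green versus red external bead signal; plate controls were DMSO negative control for no effect and cytochalasin-D positive control for full effect; some results beyond the cut were filed as inactive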
MRP1 act: activators of MRP-1; H69AR cells + doxorubicin, viability rescue, CellTiter-Glo; viability increase, % at 10 µM; actives 0.61% (n = 140,000); AID 799;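 active = viability gain under doxorubicin at or above a set limit, the compound median plus 3 SD, cut at about 4.7% in these data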;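 note: MRP-1 overexpressing cells given doxorubicin 25 µM after compound pretreatment; 18-22 h compound pretreatment then 72 h with doxorubicin before readout; 0% = doxorubicin-only wells and 100% = vehicle-treated cells without doxorubicin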
bCat KO growth: beta-catenin-lacking colon tumor cell growth suppression. HCT116 beta-catenin knockout viability, CellTiter-Glo, 60 h; hits give low values. viability, % at 10 µM. actives 1.5% (n = 140,000). AID 818;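 active = viability at or under a set limit, the compound median less 4 SD, cut at about 6% in these data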;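 note: 0% = Hyamine 1622 control at 20 µM and 100% = untreated cell control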
E-sel TNF inh: TNF alpha driven E-selectin expression inhibition. HUVEC TNFa-induced E-selectin immunofluorescence, high content. inhibition, % at 2 µM. actives 0.71% (n = 120,000). AID 1246;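 active = inhibition above the batch mean plus 3 SD, and confirmed as a hit on visual image review, cut at about 43% in these data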;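 note: 0% = TNF-stimulated DMSO wells and 100% = unstimulated control wells; not every result past the cut was called active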
Yeast lifespan up: yeast lifespan extension. actives 0.68% (n = 130,000). AID 775. inhibition of the nicotinamide effect, % at 10 µM. S. cerevisiae growth with nicotinamide, OD615; deaD strain in restrictive glucose medium;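 active = inhibition above a set limit, placed 3 SD over the median of all compounds, cut at about 26% in these data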;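 note: 0% = nicotinamide-treated wells and 100% = cells grown without nicotinamide; some compounds called inactive have numbers as strong as hits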
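System: Modified budding yeast, DeaD strain | Buffer or medium: Restrictive glucose medium | Also added: 1.5 mM nicotinamide | Doses: 10 µM single point, 0.25% DMSO | Schedule: 48 h compound exposure at 30 °C, humidified | Detection: Absorbance at 615 nm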
HCT116 PTEN-null: suppresses growth of cells with PTEN deletion; viability, % at 10 µM; HCT116 PTEN-null viability, CellTiter-Glo, 60 h; hits give low values; actives 1.2% (n = 140,000); AID 827;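 active = viability at or below a set limit, 4 SD under the median of all tested compounds, cut at about 3.7% in these data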;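 note: PTEN knockout HCT116 line with beta catenin targeted HCT116 as companion control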
GALR2 blocker: antagonists of human galanin receptor 2 (GALR2). O43603. GALR2-expressing cells, antagonist mode. inhibition, % at 4 µM. actives 0.39% (n = 140,000); in the data active = inhibition above about 27%;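 note: cells stimulated with galanin 1-16 at roughly its EC80; 0% = agonist challenge control and 100% = basal control without agonist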
Target sequence (O43603 whole entry, looked up): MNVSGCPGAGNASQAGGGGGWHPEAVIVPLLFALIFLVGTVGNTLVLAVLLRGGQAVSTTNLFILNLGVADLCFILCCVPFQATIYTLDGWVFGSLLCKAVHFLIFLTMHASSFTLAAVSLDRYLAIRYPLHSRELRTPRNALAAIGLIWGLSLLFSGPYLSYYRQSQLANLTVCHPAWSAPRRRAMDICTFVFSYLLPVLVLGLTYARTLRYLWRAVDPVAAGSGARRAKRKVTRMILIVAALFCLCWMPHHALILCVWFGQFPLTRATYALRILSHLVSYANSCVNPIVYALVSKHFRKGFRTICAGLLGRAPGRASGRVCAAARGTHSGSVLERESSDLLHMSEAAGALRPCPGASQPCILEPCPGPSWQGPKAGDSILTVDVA
Measles CPE: protection of cells from measles virus | actives 1.5% (n = 140,000) | protection (pct of control), % at 4 µM | Measles virus-infected cells, CPE protection, absorbance | AID 841; in the data active = protection mostly above about 24%, no sharp cut-off; inactive = mostly below about 26%; note: some compounds called inactive have numbers as strong as hits
NPY-Y2 antag: antagonists of human neuropeptide Y receptor Y2; P49146; NPY-Y2 expressing cells, antagonist mode; inhibition, % at 2.7 µM; actives 0.99% (n = 140,000); AID 793; in the data active = inhibition above about 17%;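 note: 0% = vehicle with agonist challenge and 100% = reference antagonist with challenge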
Target sequence (P49146 whole entry, looked up): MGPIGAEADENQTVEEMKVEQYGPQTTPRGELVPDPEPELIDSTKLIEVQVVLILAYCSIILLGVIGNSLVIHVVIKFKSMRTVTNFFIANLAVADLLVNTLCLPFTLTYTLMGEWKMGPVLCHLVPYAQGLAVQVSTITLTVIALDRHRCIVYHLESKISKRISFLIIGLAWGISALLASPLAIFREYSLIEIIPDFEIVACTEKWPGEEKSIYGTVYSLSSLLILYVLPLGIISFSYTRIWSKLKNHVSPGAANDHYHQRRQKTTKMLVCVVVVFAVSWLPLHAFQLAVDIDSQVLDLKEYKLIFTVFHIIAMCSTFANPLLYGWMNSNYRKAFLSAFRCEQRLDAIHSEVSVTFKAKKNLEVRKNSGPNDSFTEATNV
Yeast growth inh: yeast BB579 growth reduction in restrictive medium; S. cerevisiae BB579 growth, OD615, 48 h; inhibition, % at 10 µM; actives 0.51% (n = 140,000); AID 804;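 active = inhibition above a set limit, 3 SD over the mean compound inhibition, cut at about 44% in these data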; note: inactives centre near -24
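Detection: OD615 turbidity measurement; Material: Saccharomyces cerevisiae DeaD strain BB579, replicative lifespan model yeast; Timing: 48 h exposure, 30 °C; Doses: single 10 µM dose; Medium: CSMM-D restrictive synthetic medium containing dextrose (glucose); Controls: amphotericin B at 10 µg/mL as positive control.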
* = called active by the depositor; . = not tested or not shown.

SMILES	Phagocyt inh	MRP1 act	bCat KO growth	E-sel TNF inh	Yeast lifespan up	HCT116 PTEN-null	GALR2 blocker	Measles CPE	NPY-Y2 antag	Yeast growth inh
O=C(CNS(=O)(=O)c1ccc(Br)s1)N1CCCC1	0	-0.8	94	-4	-3	106	6	11	0	-29
Cc1cc(C)c(S(=O)(=O)Nc2ccc3c(c2)CCC3)c(C)c1	-3	-3.8	44	39	11	35	-2	3	5	-20
C=CCn1c(CCNC(=O)c2ccccc2F)nnc1SCc1nc2ccccc2c(=O)[nH]1	-2	-3.8	96	-44	-2	95	3	3	1	-20
Cc1ccc(NC(=O)CCC(=O)OCCCC(F)(F)C(F)(F)F)cc1	-2	-2.1	109	2	-7	100	-2	18	2	-18
O=C(O)CC/C(=N/NC(=O)c1cn(-c2ccccc2)nc1-c1ccccc1)C(=O)O	6	0.9	96	5	-4	93	-9	5	-2	-22
O=S(=O)(NC1CC2CCC1C2)c1ccc2c(c1)OCCO2 (stereo unspecified)	1	-4.3	88	-15	-5	102	4	8	4	-23
CS(=O)(=O)N1CCN(C(=O)Cc2ccccc2)CC1	0	-0.6	94	8	-2	96	0	8	0	-66
CCCSc1nnc(Cn2c(=O)sc3ccccc32)n1C	.	-1.6	91	-28	-1	103	11	18	3	-30
CCOC(=O)CC1=NN(c2ccccc2)C(=O)/C1=C\c1ccc(OC)cc1OC	-12	-0.8	93	16	51*	99	-5	7	4	-27
CN(C)/C(CN1CCOCC1)=C1\N=C(c2ccccc2)OC1=O	.	0.1	88	-6	-16	82	5	9	1	-32
COc1ccccc1OCCn1cc(/C=C(\C#N)C(=O)NCc2ccco2)c2ccccc21	-10	-1.0	80	.	-2	86	4	12	0	-37
COc1ccc(OC)c(C(=O)c2coc3ccc(OC)cc23)c1	0	-2.6	76	.	-13	85	-8	3	5	8
O=C(CNc1cccc2ccccc12)N/N=C/c1ccc([N+](=O)[O-])o1	-5	-4.8	4.7*	2	-7	5	9	2	-1	-22
CCCN1C2CCCC1CC(NC(=O)NC1CCCCC1)C2 (stereo unspecified)	-1	-1.2	101	2	1	95	0	5	-1	-17
O=C(COc1ccccc1)Nc1ccc(-c2nnc(-c3ccco3)o2)cc1	.	-3.0	85	7	-15	85	-1	4	3	-30
CCOC(=O)c1c(C)n(C)c2ccc(O)c(S(=O)(=O)c3ccccc3)c12	-1	0.3	95	-36	-8	98	9	20	0	-14
CCC(=O)N1CCc2cc(S(=O)(=O)NC(CC(C)C)C(=O)N3CCc4ccccc43)ccc21 (stereo unspecified)	-2	-1.6	83	-15	-5	88	2	2	2	-38
Cc1ccc(C(=O)NCc2ccco2)cc1Br	0	-1.3	103	-6	-6	105	-8	23	4	-41
CC1=CC2=NC(=O)CC(C)(C(=O)N(CC(=O)NC(C)(C)C)Cc3cccs3)N2C=C1 (stereo unspecified)	.	-1.7	95	-9	-7	94	-2	6	0	7
Cc1ccnc(N2CCCC(C(=O)Nc3nnc(C)s3)C2)n1 (stereo unspecified)	.	0.2	98	16	-17	101	10	14	1	-15
Cc1cc(C(=O)CSc2nc3ccccc3n2CCC#N)c(C)n1Cc1cccs1	-2	-5.5	81	6	-1	83	-4	3	6	-38
CCOc1cc(C(c2c(C)[nH][nH]c2=O)c2c(C)[nH][nH]c2=O)ccc1OC(=O)c1cccc([N+](=O)[O-])c1	0	-3.9	100	-7	-16	101	-9	37*	2	-35
CN(C(=O)COc1cc(=O)n(C)c2ccccc12)c1ccc(Cl)cc1	0	-1.1	89	-16	-4	89	-9	10	3	10
O=C(CN1C(=O)S/C(=C/c2cccs2)C1=O)N1CCOCC1	-1	-0.9	107	2	0	96	-3	4	1	-35
Cc1ccc(-c2nnc(N(C)C(=O)c3ccncc3)s2)cn1	0	0.5	101	.	-9	94	-13	4	0	-18
Other compounds:
SMILES	Phagocyt inh	MRP1 act	bCat KO growth	E-sel TNF inh	Yeast lifespan up	HCT116 PTEN-null	GALR2 blocker	Measles CPE	NPY-Y2 antag	Yeast growth inh
COc1ccc(S(=O)(=O)N(CC(N)=O)C2CCCCC2)cc1Cl	-1	-2.8	95	45*	-6	98	9	22	-3	-11
Clc1ccc(-c2nc3n(n2)Cc2ccccc2-3)cc1	.	-4.0	54	13	.	59	15	7	5	-20
CCc1nnc(NS(=O)(=O)c2ccc(N/C=C\C(=O)c3ccc(C)cc3)cc2)s1	0	-1.9	104	-22	-14	93	3	19	1	-35
CC(=O)c1c(N2CCCCC2)nc(=S)n(Cc2ccccc2)c1C	.	1.1	92	5	-13	95	-6	16	1	13
Cn1c(=O)[nH]c(=O)c2c1nc(CN1CCOCC1)n2Cc1ccc(F)cc1	-1	-0.2	95	-13	-6	105	-1	5	2	-46
COc1cc2c(cc1OC)CN(C(=O)c1cc(S(=O)(=O)N3CCOCC3)ccc1Cl)CC2	.	-2.8	94	-21	-8	96	1	6	-2	-12
CN(CC(CC(=O)Nc1nncs1)c1ccccc1)S(=O)(=O)c1ccccc1 (stereo unspecified)	0	-1.9	80	-1	-3	80	4	13	8	-33
CCOc1ccc(N=CC2=C(O)CC(C)(C)CC2=O)cc1	-1	-1.2	91	-15	-6	97	-1	12	-1	-19
CCn1c(SCC(=O)N/N=C/C(C)=C/c2ccco2)nnc1-c1ccccc1	-1	-2.7	80	-15	-7	88	-6	13	4	-11
CC(=O)/C(C(=N)N1CCN(C(c2ccccc2)c2ccccc2)CC1)=C(\C)O	-1	-2.6	95	28	-30	99	-3	38	1	7
CCOC(=O)c1ccc(NCc2ccc(N(C)C)cc2)cc1	4	-0.5	105	.	-13	94	-6	8	-2	-9
CC1CCN(C(=O)CSc2nc3ccccc3[nH]2)CC1	-1	1.1	120	-15	-6	121	1	7	1	-70
O=C(NCc1ccco1)c1ccc(Cl)c(S(=O)(=O)N2CCc3ccccc32)c1	.	1.2	87	-11	4	87	12	11	2	-23
O=C(CSc1nc2ccccc2o1)Nc1cc(C(F)(F)F)ccc1N1CCOCC1	.	-0.7	72	-15	-12	77	6	7	6	-30
Cc1nn(Cc2ccc([N+](=O)[O-])cc2)c(=O)n1-c1ccccc1	.	-2.6	98	22	-7	102	-3	4	5	-15
COc1ccc(C(=O)Nc2ccc3c(c2)OCO3)cc1OC	1	-1.1	97	.	-9	100	3	6	2	-21
COCCNC(=O)CCCCCNS(=O)(=O)c1ccc(C)cc1	-2	-2.0	89	16	6	96	12	31	3	-21
Cc1ccc(NC(=O)c2cc(S(=O)(=O)N3CCOCC3)c(Br)s2)cc1	0	-1.7	80	.	-5	78	-7	13	0	-30
COc1ccc(S(=O)(=O)N(CCc2ccccc2)CC(=O)O)cc1	2	-1.7	105	5	0	99	2	14	5	-33
CC(N=C(NS(=O)(=O)c1ccc(Cl)cc1)c1ccccc1)C(=O)O (stereo unspecified)	-2	0.6	102	12	-4	99	-5	5	-1	2
CC(C)=CC(=O)OCC(=O)Nc1nc(C)c(Cl)cc1Cl	-1	-0.2	98	6	-10	94	-6	27	0	-59
c1ccc(-c2nc(CSc3nnnn3-c3ccccc3)cs2)cc1	0	0.3	100	.	-11	91	-12	4	7	-33
O=C1CCN(S(=O)(=O)c2ccccc2)N1	.	-1.0	90	9	-6	95	-2	5	2	-10
Cc1cc(C(C)(C)C)oc1C(=O)N(CC(=O)NC1CCCC1)Cc1ccc(F)cc1	0	-1.5	85	17	-10	78	2	4	2	-32
Clc1ccc(-n2c(SC/C=C/c3ccccc3)nnc2-c2cccnc2)cc1	0	-2.5	68	0	0	67	-7	1	30*	-61

Measles CPE, entries above that show a hit
compound | Phagocyt inh | E-sel TNF inh | Yeast lifespan up | GALR2 blocker | Measles CPE | NPY-Y2 antag | Yeast growth inh
CCOc1cc(C(c2c(C)[nH][nH]c2=O)c2c(C)[nH][nH]c2=O)ccc1OC(=O)c1cccc([N+](=O)[O-])c1 | 0 | -7 | -16 | -9 | 37* | 2 | -35

(further entries)
SMILES	Phagocyt inh	MRP1 act	bCat KO growth	E-sel TNF inh	Yeast lifespan up	HCT116 PTEN-null	GALR2 blocker	Measles CPE	NPY-Y2 antag	Yeast growth inh
Cc1ccc(-c2c(C)sc(NC(=O)C3C4CCC(O4)C3C(=O)O)c2C(=O)OC(C)C)cc1 (stereo unspecified)	.	-2.2	97	8	-25	107	4	6	2	-36
CCN(CC)C(=O)Oc1ccc(Br)c2ccccc12	-3	-2.9	80	4	-4	78	11	13	4	6
N#Cc1ccc(C(=O)Nc2cc(S(=O)(=O)Nc3ccc(Cl)cc3)ccc2N2CCCCC2)cc1	-3	-1.0	70	9	2	75	-2	5	1	-8
COc1ccccc1NC(=O)C1CCCN(S(=O)(=O)c2cccc3nsnc23)C1 (stereo unspecified)	-1	-0.2	82	-4	-5	76	7	4	-1	-51
O=C(NCC1CCCO1)c1cccs1 (stereo unspecified)	0	-0.6	96	-11	-9	94	7	4	2	-3
CCOc1cc(C(=O)N/N=C/c2ccsc2)cc(OCC)c1OCC	.	-3.5	95	-39	3	83	0	13	-2	-22
O=S(=O)(ON(c1ccccc1)S(=O)(=O)c1ccccc1)c1ccccc1	.	-1.3	82	.	44*	85	12	3	1	-24

Of the compounds above, these contain an aryl thioether with sulfur outside any ring.
SMILES	Phagocyt inh	MRP1 act	bCat KO growth	E-sel TNF inh	Yeast lifespan up	HCT116 PTEN-null	GALR2 blocker	Measles CPE	NPY-Y2 antag	Yeast growth inh
C=CCn1c(CCNC(=O)c2ccccc2F)nnc1SCc1nc2ccccc2c(=O)[nH]1	-2	-3.8	96	-44	-2	95	3	3	1	-20
CCCSc1nnc(Cn2c(=O)sc3ccccc32)n1C	.	-1.6	91	-28	-1	103	11	18	3	-30
Cc1cc(C(=O)CSc2nc3ccccc3n2CCC#N)c(C)n1Cc1cccs1	-2	-5.5	81	6	-1	83	-4	3	6	-38
CCn1c(SCC(=O)N/N=C/C(C)=C/c2ccco2)nnc1-c1ccccc1	-1	-2.7	80	-15	-7	88	-6	13	4	-11
CC1CCN(C(=O)CSc2nc3ccccc3[nH]2)CC1	-1	1.1	120	-15	-6	121	1	7	1	-70
O=C(CSc1nc2ccccc2o1)Nc1cc(C(F)(F)F)ccc1N1CCOCC1	.	-0.7	72	-15	-12	77	6	7	6	-30
c1ccc(-c2nc(CSc3nnnn3-c3ccccc3)cs2)cc1	0	0.3	100	.	-11	91	-12	4	7	-33
Clc1ccc(-n2c(SC/C=C/c3ccccc3)nnc2-c2cccnc2)cc1	0	-2.5	68	0	0	67	-7	1	30*	-61
